Screening data: PubChem BioAssay, National Center for Advancing Translational Sciences (NCATS)
D1 antagonist = blocks dopamine activation of the human D1 receptor; 360,000 tested, 3.2% active; activity change, negative = inhibition, % at 10 µM; AID 504652; HEK293 TREx D1 cells, calcium flux, dopamine EC80; active compounds read low; P21728; in the data active means activity change below about -30%; further: on the % scale 0 is the no-effect control and ±100 the full control effect
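Antagonism measured as reduced calcium response to an EC80 dopamine addition following 180 s compound pre-read; cells were inducible HEK293 Trex D1 plated overnight at 30 C, read kinetically at 1 cycle/sec.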
D2 PAM = D2 dopamine receptor (human) potentiation; potentiation, % at 10 µM; HEK293 T-REx D2, calcium flux, EC20 dopamine potentiation; P14416; 340,000 tested, 0.34% active;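 active means potentiation over 3 SD above the plate norm, cut at about 30% in these data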; further: 0% is about no effect
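Potentiation of an EC20 dopamine calcium response measured kinetically over 180 s, after a preceding 180 s compound-only read flagging agonists. Cells: inducible Hek293 Trex D2 line, 4000/well, cultured overnight at 30 C before dye loading.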
D2 antagonist = D2 dopamine receptor (human) antagonism. P14416. HEK293 TREx D2 cells, calcium flux, dopamine EC80. inhibition, % at 10 µM. 340,000 tested, 2% active; in the data active means inhibition above about 30%; further: 0% is about no effect
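In this primary screen, negative modulation is detected by tracking calcium flux after an EC80 dopamine challenge in inducible HEK293 T-REx D2 cells preexposed to test compound for 180 s.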
D1 agonist = agonists of human D1 dopamine receptor; P21728; HEK293 T-REx D1 cells, calcium flux, agonist mode; activation, % at 2 µM; 360,000 tested, 1% active; further: 0% is about no effect
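Tetracycline-induced HEK293 TREx D1 cells, force-coupled to calcium signalling, were dye-loaded with a no-wash calcium kit. Compound was pin-added after a 10 s baseline. Fluorescence was read kinetically at 1 cycle/s for 180 s, with calcium rises flagged as agonism.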
TRHR enhancer = allosteric enhancers of human TRH receptor. enhancement, % at 2 µM. P34981. 360,000 tested, 0.66% active. TRHR cells, fluo-8 calcium fluorescence, EC20 TRH enhancement. AID 493056; in the data active means enhancement above about 30%; further: 0% is about no effect
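TRHR-expressing cells loaded with fluo-8 calcium dye were read kinetically (ex 480/em 530) during compound addition, then stimulated with an EC20 of TRH (10 nM final). Enhancement of the Gq-mediated intracellular calcium response was scored.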
TRHR agonist = activates the human TRH receptor. activation, % at 2 µM. TRHR cells, calcium flux fluo-8, FDSS agonist mode. 360,000 tested, 0.18% active. P34981; further: 0% is about no effect
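Read-out: compound-evoked intracellular calcium rise in TRHR cells, fluo-8 dye, kinetic FDSS fluorescence at 1 s/cycle following a 10-cycle baseline. Cells cultured overnight before dye loading (30 min–1.5 h, RT).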
D2 ag = activates the human D2 dopamine receptor. AID 485358. HEK293 T-REx D2 cells, calcium flux agonist mode. 340,000 tested, 0.53% active. activation, % at 2 µM. P14416;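 active means activation over 3 SD above normal in the single-dose calcium agonist read, cut at about 30% in these data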; further: 0% is about no effect
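Tetracycline-induced HEK293 Trex cells with D2 receptor force-coupled to calcium signaling, plated overnight at 30 C and loaded with no-wash calcium dye. Calcium flux read kinetically for 180 s after compound addition; responses flag agonists.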
RXFP1 antagonist = blocks the human relaxin receptor RXFP1; HEK293-RXFP1, relaxin-stimulated cAMP HTRF, 30 min; active compounds read low; 350,000 tested, 0.59% active; AID 1259400; Q9HBX9; activity change, negative = inhibition, % at 57.5 µM;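 active means activity change of -60% or lower, but not beyond a set lower limit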; further: on the % scale 0 is the no-effect control and ±100 the full control effect
Target sequence (Q9HBX9 whole entry, looked up): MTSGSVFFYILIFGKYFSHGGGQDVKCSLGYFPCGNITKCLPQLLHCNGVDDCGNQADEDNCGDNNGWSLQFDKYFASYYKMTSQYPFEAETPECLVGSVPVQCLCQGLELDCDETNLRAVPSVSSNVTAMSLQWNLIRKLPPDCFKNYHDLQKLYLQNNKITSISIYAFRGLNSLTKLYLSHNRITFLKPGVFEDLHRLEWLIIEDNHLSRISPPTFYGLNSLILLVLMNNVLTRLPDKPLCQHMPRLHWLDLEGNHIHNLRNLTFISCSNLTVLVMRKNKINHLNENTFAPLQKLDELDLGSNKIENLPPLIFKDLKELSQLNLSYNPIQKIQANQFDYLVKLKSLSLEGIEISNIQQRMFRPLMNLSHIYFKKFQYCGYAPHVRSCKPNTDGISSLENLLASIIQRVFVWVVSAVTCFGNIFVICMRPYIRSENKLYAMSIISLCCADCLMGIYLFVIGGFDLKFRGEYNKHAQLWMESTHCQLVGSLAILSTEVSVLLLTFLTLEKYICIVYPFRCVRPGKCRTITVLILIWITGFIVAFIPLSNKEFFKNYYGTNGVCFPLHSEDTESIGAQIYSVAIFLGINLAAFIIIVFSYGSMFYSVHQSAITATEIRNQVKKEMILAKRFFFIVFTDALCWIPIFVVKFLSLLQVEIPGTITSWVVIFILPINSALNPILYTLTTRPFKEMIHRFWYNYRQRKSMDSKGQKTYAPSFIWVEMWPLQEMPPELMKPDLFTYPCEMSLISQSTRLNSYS
D1 potentiator = enhances dopamine response at the human D1 receptor. AID 504651. 360,000 tested, 0.036% active. HEK293 TREx D1 cells, calcium flux, dopamine EC20 potentiation. potentiation, % at 10 µM; in the data active means potentiation above about 30%; further: 0% is about no effect
Starred values were filed as active, the others as inactive; nt = not tested or not shown. Unless noted, no stated cut-off is given here; in the data, active means activation above about 30%; inactive means the rest. Outcome played no part in choosing rows; about 7.1% have a hit in one of these screens.

SMILES	D1 antagonist	D2 PAM	D2 antagonist	D1 agonist	TRHR enhancer	TRHR agonist	D2 ag	RXFP1 antagonist	D1 potentiator
COc1ccccc1NC(=S)NNC(=O)c1ccc(O)cc1	-9	0	3	-2	-5	2.8	-0.1	9	-3
CCOc1cccc(C2c3[nH]c4ccccc4c3CCN2C(=O)c2ccccc2F)c1 (stereo not drawn)	3	10	nt	4	-7	0.3	1.0	-21	0
Cc1cccc(C)c1NC(=S)NCCc1ccc(O)c(O)c1	-48*	-20	67*	5	0	0.5	57*	-19	-15
CCN(CC)C(=O)CCCOc1ccc(Cl)cc1Cl	-4	0	-10	3	5	0.0	0.6	1	-7
Cn1c(=O)c2c(nc(SC3C(=O)CC(C)(C)CC3=O)n2C)n(C)c1=O	-13	-10	1	2	-8	0.9	0.5	-9	-3
O=C(Nc1cccc(S(=O)(=O)NC2=NCCC2)c1)c1cc(Cl)ccc1[N+](=O)[O-]	22	-9	-2	0	-5	-0.1	-0.6	2	-8
NS(=O)(=O)c1ccc(CCNC(=O)C2CCN(S(=O)(=O)c3c(Cl)cccc3Cl)CC2)cc1	-2	2	-16	1	36*	-0.3	-0.7	-7	-5
CC(C)OC(=O)CSc1nnc(SCc2cccc3ccccc23)s1	5	-8	6	14	9	0.3	0.0	-8	2
COc1ccc2cc(C(=O)N3CCN(c4ccccc4F)CC3)[nH]c2c1	-7	3	0	1	1	0.0	1.6	-12	-6
Cc1c(NC(=S)NC(=O)c2ccc(Br)o2)c(=O)n(-c2ccccc2)n1C	nt	11	-16	-3	5	0.2	-0.1	5	-3
Cc1ccc(O)c(CNn2cnnc2)c1	4	3	-5	1	3	0.2	0.6	-4	0
NC(=O)c1nnsc1Sc1c(C(N)=O)nnn1-c1cccc(N)c1	8	1	11	3	-7	0.8	4.5	8	4
CC(=O)c1c(C)[nH]c(C(=O)NCCC2=CCCCC2)c1C	-19	-24	20	15	4	-0.5	-0.6	-2	-6
CCCC(c1nnnn1CC1CCCO1)N1CCN(c2nc3ccccc3s2)CC1 (stereo not drawn)	5	17	-9	1	-1	0.0	-0.1	0	-8
O=C(NCC(=O)N1CCN(S(=O)(=O)c2cccc(F)c2)CC1)c1ccc(Br)o1	-10	6	2	0	-4	-0.3	-1.2	-6	-5
COc1ccc(S(=O)(=O)NCC(c2cccs2)S(=O)(=O)c2ccc(C)cc2)cc1F (stereo not drawn)	nt	-8	nt	1	-1	-0.1	-0.4	-10	-1
O=C(NC1CC1)c1ccc(-c2nc3ccccc3s2)s1	-19	2	-12	2	-5	3.3	0.1	5	-6
Cc1ccc(C(=O)Nc2ccccc2C(=O)OCc2cc(=O)n3nc(C(C)C)sc3n2)cc1	1	2	nt	3	5	1.6	1.8	-2	0
COc1ccc(S(=O)(=O)N2CCCC2CNC(=O)C(=O)Nc2ccc(F)cc2)cc1 (stereo not drawn)	6	-2	-15	8	1	0.2	0.4	-13	-2
COC(=O)c1ccc(C(C(=O)NC2CCCCC2)N(Cc2ccccc2)C(=O)Cc2cccs2)cc1 (stereo not drawn)	-2	9	-3	0	-5	-0.4	-1.1	-1	0
COc1cccc2c1OC1(CCN(C(C)C)CC1)N1N=C(c3cccnc3)CC21 (stereo not drawn)	1	-3	-9	4	-2	-0.5	1.4	-3	2
C/C(N)=C(/C#N)C(=O)COC(=O)c1cc(-c2ccc(C)cc2)nc2ccccc12	-7	3	2	7	-2	0.9	3.7	18	1
CSc1ccccc1NC(=O)c1noc(C)c1[N+](=O)[O-]	-3	12	-13	1	1	-0.2	-0.1	-8	4
COc1ccc(-c2csc(NCc3ccco3)n2)cc1C	-14	nt	nt	-1	1	0.1	nt	-15	-3
NC(=O)c1cc([N+](=O)[O-])ccc1NCc1cccc2ccccc12	8	13	5	3	13	0.0	0.5	nt	3
CCn1c(=O)cc(OCC(=O)NCc2ccc(C)o2)c2ccccc21	-14	-16	-5	2	0	3.5	-1.8	4	-1
COC(=O)c1cnc(N2CCCN(S(=O)(=O)c3ccccc3)CC2)nc1C(F)(F)F	1	-7	-6	6	-8	-0.7	0.2	nt	-1
Oc1ccc(-c2csc(Nc3ncccn3)n2)c(O)c1	7	3	0	0	3	1.7	1.1	-4	3
Cc1ccc(NC(=O)Cn2nc(-c3ccc(F)cc3)c3cnc4ccc(C)cc4c32)cc1	9	7	nt	3	5	-0.5	-0.1	1	0
CC(=O)Nc1ccc(-c2csc(N/N=C\c3ccncc3)n2)cc1	5	-2	1	1	-1	0.2	0.0	-10	-2

Reprinted at random: 2 records from the list
SMILES	D1 antagonist	D2 PAM	D2 antagonist	D1 agonist	TRHR enhancer	TRHR agonist	D2 ag	RXFP1 antagonist	D1 potentiator
CC(=O)Nc1ccc(-c2csc(N/N=C\c3ccncc3)n2)cc1	5	-2	1	1	-1	0.2	0.0	-10	-2
COc1ccc(-c2csc(NCc3ccco3)n2)cc1C	-14	nt	nt	-1	1	0.1	nt	-15	-3

Quoted from above (3 entries):
SMILES	D1 antagonist	D2 PAM	D2 antagonist	D1 agonist	TRHR enhancer	TRHR agonist	D2 ag	RXFP1 antagonist	D1 potentiator
Cc1cccc(C)c1NC(=S)NCCc1ccc(O)c(O)c1	-48*	-20	67*	5	0	0.5	57*	-19	-15
CCN(CC)C(=O)CCCOc1ccc(Cl)cc1Cl	-4	0	-10	3	5	0.0	0.6	1	-7
Cn1c(=O)c2c(nc(SC3C(=O)CC(C)(C)CC3=O)n2C)n(C)c1=O	-13	-10	1	2	-8	0.9	0.5	-9	-3

Next section.
SMILES	D1 antagonist	D2 PAM	D2 antagonist	D1 agonist	TRHR enhancer	TRHR agonist	D2 ag	RXFP1 antagonist	D1 potentiator
CSc1nc(N)nc(SCC(=O)C(C)(C)C)c1C#N	-3	-7	-1	2	3	0.2	-1.0	-10	-6
CCOc1ccc(-c2csc(-c3nc(-c4ccc(Br)s4)cs3)n2)cc1	-4	-8	nt	0	10	0.5	0.0	-3	1
CC(=O)Nc1ccc(OCC(O)Cn2c3ccccc3c3ccccc32)c(C)c1 (stereo not drawn)	-1	3	-20	8	-3	0.4	-1.0	-34	-4
Cc1ccc(C(CC(=O)c2ccc(Cl)cc2)C(=O)O)cc1 (stereo not drawn)	13	-8	-3	2	1	0.1	0.2	-8	-3
CC(=O)Nc1ccc(S(=O)(=O)N=S(C)(C)=O)cc1	-4	-4	23	5	0	0.6	0.9	24	7
Cc1ccc(-c2cn3c(n2)sc2cc(C(=O)NCCCc4ccccc4)ccc23)c(C)c1	5	-20	nt	1	15	0.1	-0.6	-4	-3
CC1CCN(C(=O)C2CCC(C)(C(=O)O)C2(C)C)CC1 (stereo not drawn)	7	4	-7	2	2	-0.9	0.5	-9	-2
O=C(NCc1ccc(F)cc1)C1CCN(S(=O)(=O)c2ccc(Br)s2)CC1	-30*	10	16	0	-5	0.2	0.4	-6	-6
O=C1C(Cl)=C(N2CCCCCC2)C(=O)N1c1ccccc1Cl	5	2	2	6	-5	-0.4	-0.2	-22	7
COc1cccc(C(=O)Nc2c3c(nn2-c2ccc([N+](=O)[O-])cc2)CS(=O)(=O)C3)c1	-11	-8	14	4	-8	2.4	-1.2	0	-5

2 entries from above, with each value named.
Cc1ccc(O)c(CNn2cnnc2)c1
- D1 antagonist: 4
- D2 PAM: 3
- D2 antagonist: -5
- D1 agonist: 1
- TRHR enhancer: 3
- TRHR agonist: 0.2
- D2 ag: 0.6
- RXFP1 antagonist: -4
- D1 potentiator: 0

NC(=O)c1nnsc1Sc1c(C(N)=O)nnn1-c1cccc(N)c1
- D1 antagonist: 8
- D2 PAM: 1
- D2 antagonist: 11
- D1 agonist: 3
- TRHR enhancer: -7
- TRHR agonist: 0.8
- D2 ag: 4.5
- RXFP1 antagonist: 8
- D1 potentiator: 4

(next part)
SMILES	D1 antagonist	D2 PAM	D2 antagonist	D1 agonist	TRHR enhancer	TRHR agonist	D2 ag	RXFP1 antagonist	D1 potentiator
CC(Sc1ccc(Cl)cc1)C(=O)Nc1ccc2c(c1)OCO2 (stereo not drawn)	-17	5	-13	2	-1	-0.5	-1.7	2	-5
COc1cccc(CNC(=O)c2nnn(CC(=O)Nc3ccc4c(c3)OCO4)c2N)c1	5	5	-5	1	0	-0.1	-0.3	-5	-6
CN(C)C(CNC(=O)C1CCN(S(=O)(=O)c2cccc(C(F)(F)F)c2)CC1)c1ccccc1 (stereo not drawn)	36	-8	-5	1	-6	-0.2	3.1	-12	1
CC(C)c1ccc(/C=C/C(=O)Nc2nncs2)cc1	6	-12	1	5	2	-0.4	-0.6	8	-4
Cc1snc(S(=O)(=O)Cc2c(Cl)cccc2Cl)c1C#N	-21	-6	nt	2	8	0.2	nt	1	-9
CCCOc1ccc(CN(CCO)CCO)cc1C(=O)OC	1	14	2	1	-2	0.1	-0.5	-2	-1
Cc1cc2nnc(SCC(=O)N3CCCCCC3)n2c(N)n1	6	12	-4	3	-3	0.6	0.6	1	-3
O=C(CNS(=O)(=O)c1ccc(Cl)c(C(F)(F)F)c1)NC1CCCCCC1	-5	nt	nt	5	1	1.1	nt	-2	-12
O=C(N/N=C/c1ccc(Br)o1)c1cncc(Br)c1	3	-1	-14	2	-1	0.3	0.3	-13	-4
Cc1csc(=O)n1CC(=O)OCC(=O)Nc1ccccc1C(C)C	1	-2	-8	5	-1	0.0	0.2	-8	-2
Nc1ccc(C#Cc2ccccc2)cc1	-1	nt	nt	1	-3	0.7	nt	-7	1
O=C(c1noc2c1CCCC2)N1CCN(Cc2ccccc2)CC1	2	2	-11	3	10	0.1	-0.2	36	1
CC(C)(C)c1ccc(CN2N=C(/C=C/c3ccccc3)CCC2=O)cc1	28	5	0	6	2	1.1	0.3	-19	0
CCOC(=O)CNC(=O)CN1C(=O)CCSc2ccccc21	-1	-3	-3	7	12	-1.0	0.3	0	-4
Cc1cc(-c2c(C)[nH]n(-c3ccccc3)c2=O)n(-c2ccccc2)n1	8	15	10	3	4	-0.1	0.2	-2	4
Cc1noc(C)c1C(=O)N1CCc2ccccc2C1	3	2	4	3	5	0.1	-0.1	6	5
CCOC(=O)C1=C(C)OC(N)=C(C(=O)OCC)C1c1ccncc1 (stereo not drawn)	0	-5	-5	0	-9	-0.5	-0.3	-2	0
Cc1ccc(NC(=O)CSc2nnc(Cn3c(=O)sc4ccccc43)n2C)cc1Cl	5	nt	nt	2	-9	-1.0	nt	-5	6
